Screens as filed in PubChem BioAssay.
rTrxR1 inhibitor = rat TrxR1 inhibition | recombinant rTrxR1, NADPH fluorescence consumption, selenite substrate | Potency, µM (doses to about 114 µM), inactives show top-dose activity change, negative = inhibition, most hits filed as inhibitors | 390,000 compounds, 1% hits | AID 588453; also: potency is read from the fitted curve at half-maximal effect; % is scaled to controls: 0 for no effect and ±100 for the full control effect; nearly all actives have a fitted effect of over 65% in size
Target sequence (O89049 whole entry, looked up): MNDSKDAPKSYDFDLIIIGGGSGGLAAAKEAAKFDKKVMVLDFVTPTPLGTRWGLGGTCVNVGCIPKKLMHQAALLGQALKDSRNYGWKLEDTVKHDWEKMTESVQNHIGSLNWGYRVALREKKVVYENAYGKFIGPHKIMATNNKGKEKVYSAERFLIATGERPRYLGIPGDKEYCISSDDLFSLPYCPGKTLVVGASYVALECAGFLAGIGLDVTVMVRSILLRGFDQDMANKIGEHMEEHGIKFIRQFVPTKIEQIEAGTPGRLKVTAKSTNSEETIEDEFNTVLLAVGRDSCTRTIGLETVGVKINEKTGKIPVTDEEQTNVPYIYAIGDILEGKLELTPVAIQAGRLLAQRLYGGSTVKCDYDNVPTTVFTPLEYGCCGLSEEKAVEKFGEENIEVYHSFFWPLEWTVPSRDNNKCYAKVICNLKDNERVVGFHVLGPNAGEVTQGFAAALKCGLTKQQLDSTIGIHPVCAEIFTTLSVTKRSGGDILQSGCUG
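Rat TrxR1 (90 nM in the dispensed reagent) was pre-reduced with 400 uM NADPH for 5 min at room temperature, then incubated with compound for 15 min. After 400 uM selenite was added, NADPH fluorescence (Ex 340/Em 450 nm) was followed for 8 min.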
D2 antag = antagonists of human D2 dopamine receptor; HEK293 TREx D2 cells, calcium flux, dopamine EC80; inhibition, % at 10 µM; P14416; 340,000 compounds, 2% hits; AID 485344; in the data active = inhibition above about 30%; also: 0% is about no effect
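In this primary screen, negative modulation is detected by tracking calcium flux after an EC80 dopamine challenge in inducible HEK293 T-REx D2 cells preexposed to test compound for 180 s.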
D2 ag = D2 dopamine receptor (human) agonism. P14416. HEK293 T-REx D2 cells, calcium flux agonist mode. 340,000 compounds, 0.53% hits. activation, % at 2 µM;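 active = activation over 3 SD above normal in the single-dose calcium agonist read, cut at about 30% in these data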; also: 0% is about no effect
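Agonism scored from kinetic calcium signal (1 read/sec, 180 s) following compound pin transfer, after a 10 s baseline. Cells: HEK293 Trex line expressing inducible D2 receptor coupled to calcium, dye-loaded after overnight culture at 30 C.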
TRHR enhancer = TRH receptor (human) allosteric enhancement | AID 493056 | TRHR cells, fluo-8 calcium fluorescence, EC20 TRH enhancement | enhancement, % at 2 µM | 360,000 compounds, 0.66% hits; in the data active = enhancement above about 30%; also: 0% is about no effect
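Enhancer read-out: after compound pinning and an initial kinetic agonist-mode read, an EC20 of TRH (10 nM final) was injected and fluo-8 calcium signal (Ex 480/Em 530) followed at 1 s/cycle for 100 cycles in TRHR-expressing cells.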
TrxR1 substrate = is turned over as a substrate by rat TrxR1. O89049. purified TrxR1 substrate turnover, NADPH consumption readout. Potency, µM (top dose mostly 114 µM), for the others: at the top dose activity change, negative = substrate turnover. 390,000 compounds, 0.01% hits; also: potency is read from the fitted curve at half-maximal effect; % is scaled to controls: 0 for no effect and ±100 for the full control effect; nearly all actives have a fitted effect of over 50% in size
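Rat TrxR1, dispensed at 90 nM, was prereduced with 400 uM NADPH (final) for 5 min at ~22 deg C, then incubated with compound 15 min before 400 uM selenite. A first-read NADPH fluorescence drop versus no-compound background flagged substrates.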
mIDH1 inhibitor = blocks human mutant IDH1 R132H enzyme; O75874; IDH1-R132H enzyme, NADPH consumption, diaphorase/resazurin fluorescence; Potency, µM (doses to about 76.6 µM), inactives show top-dose activity change, negative = inhibition, hits mostly inhibitors; 390,000 compounds, 0.093% hits; AID 602179; also: potency is read from the fitted curve at half-maximal effect; % is scaled to controls: 0 for no effect and ±100 for the full control effect; nearly all actives have a fitted effect of over 65% in size
Target sequence (O75874 whole entry R132H, stated change not applied): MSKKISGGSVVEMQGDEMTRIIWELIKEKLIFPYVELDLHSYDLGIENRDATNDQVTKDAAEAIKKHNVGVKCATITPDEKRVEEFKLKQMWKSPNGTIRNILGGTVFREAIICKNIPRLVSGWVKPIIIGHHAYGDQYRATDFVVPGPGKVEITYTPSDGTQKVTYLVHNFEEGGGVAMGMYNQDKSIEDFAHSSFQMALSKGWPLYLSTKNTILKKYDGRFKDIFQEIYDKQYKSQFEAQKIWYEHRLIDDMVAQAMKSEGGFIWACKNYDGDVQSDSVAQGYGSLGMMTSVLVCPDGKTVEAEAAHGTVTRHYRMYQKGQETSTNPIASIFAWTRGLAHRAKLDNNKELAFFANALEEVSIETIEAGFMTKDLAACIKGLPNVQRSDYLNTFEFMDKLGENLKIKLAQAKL
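IDH1-R132H (0.5 ug/mL dispensed) in pH 7.5 Tris buffer was preincubated 30 min with compound, then given a substrate mix of 0.016 mM NADPH and 2 mM alpha-KG for 80 min at room temperature; remaining NADPH was read by diaphorase/resazurin fluorescence.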
TRHR ag = activates the human TRH receptor; 360,000 compounds, 0.18% hits; TRHR cells, calcium flux fluo-8, FDSS agonist mode; activation, % at 2 µM; in the data active = activation above about 30%; also: 0% is about no effect
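TRHR-expressing cells, plated overnight in medium with 10% serum, were loaded with fluo-8 calcium dye at room temperature. After a 10 s baseline, library compound was pin-added and calcium release was recorded kinetically (ex 480/em 530) as agonist response.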
USP1-UAF1 inh = USP1/UAF1 (human) deubiquitinase inhibition; 390,000 compounds, 0.23% hits; Potency, µM (top dose mostly 57.1 µM), for the others: at the top dose activity change, negative = inhibition, hits mostly inhibitors; recombinant USP1/UAF1, Ub-Rhodamine cleavage fluorescence; AID 743255; also: potency is read from the fitted curve at half-maximal effect; % is scaled to controls: 0 for no effect and ±100 for the full control effect; nearly all actives have a fitted effect of over 60% in size; inactives centre near -12
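In this screen, compounds sit with the deubiquitinase complex (1nM) for 15 min at room temperature before Ub-Rho is added at 150nM final. Fluorescence rise is then followed for 6 reads every 60 seconds.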
PI4K2A inh = blocks human PI4K2A kinase activity | Q9BTU6 | purified PI4K2A, ADP-Glo luminescence, 1 h; stronger effect = lower value | activity change, negative = inhibition, % at 76.9 µM | 420,000 compounds, 0.13% hits | AID 1346378; in the data active = activity change below about -50%; inconclusive = mostly about -30% to -49%;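 also: -100% = wells without enzyme as full effect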
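ADP-Glo luminescence measured ADP generated by PI4K2A enzyme (4 ug/mL before mixing) with 1.2 mM PI substrate (pre-mix) and 300 microM ATP (pre-mix). Tris pH7.5 buffer with MgCl2, Triton X-100; 1 h reaction at ambient temperature.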
Active calls of the source: *; ? = inconclusive; nt = not tested or not shown; [ ] = another dose, or the depositor's remark. Unless noted, calls follow the shape of the dose curve; as a rule, active = well fitted inhibition curve with a large enough effect; inconclusive = small, poorly fitted or top-dose-only effect; inactive = no such curve, though single readings can be large or run the other way. This is a random part of the collection; any-hit rate near 3.9%.

SMILES | rTrxR1 inhibitor | D2 antag | D2 ag | TRHR enhancer | TrxR1 substrate | mIDH1 inhibitor | TRHR ag | USP1-UAF1 inh | PI4K2A inh
CCN(CC)C(=O)c1nc[nH]c1C(=O)N1CCc2ccccc2C1 | 16% | nt | nt | 0 | 7% | -6% | 0.0 | -19% | -2
S=C(c1ccccc1)N1CCCC1 | 5% | -3 | -0.3 | -2 | 3%[57.1 µM] | -2% | 0.3 | 4% | 7
Fc1ccc(C(c2nnnn2Cc2cccs2)N2CCN(C3CCCCC3)CC2)cc1 (stereo unspecified) | -13% | 20 | 0.7 | -5 | -9% | 9% | 0.6 | -2% | 0
Cc1c(C(N)=O)sc2nc(-c3ccccc3)cn12 | -14% | -7 | -0.8 | 0 | -9% | -1% | -0.7 | -14% | -1
CCN(CC(=O)Nc1ccc(NC(C)=O)cc1)C(=O)CCCOc1cccc(C)c1 | 13% | 6 | 0.3 | -1 | -1%[57.1 µM] | 0% | -0.6 | -7% | -1
O=C(Nc1cc(Sc2ccccn2)cc([N+](=O)[O-])c1)c1ccc(Cl)cc1 | 9%[57.1 µM] | 16 | 0.2 | -9 | 3%[57.1 µM] | 3% | 0.0 | -3% | -3
COC(=O)c1ccc(S(=O)(=O)N2CCOCC2)o1 | -15% | -9 | 0.3 | 16 | -9% | -8% | 0.5 | -14% | -1
CCc1c(C#N)c(SCCC(=O)Nc2ccc(F)cc2)nc2c1C(=O)CC(C)(C)C2 | -2% | -21 | 0.1 | -1 | -5% | 0% | 0.5 | -20% | -5
Cc1ccc2nc(SCC(=O)NC(=O)NCc3ccco3)[nH]c2c1 | ? | 8 | -1.4 | -4 | -15% | 21% | -1.0 | 0% | 3
COc1cccc(-c2cc(C(=O)Nc3ccncc3)c3ccccc3n2)c1 | -8% | -1 | -0.3 | -7 | -12% | 4% | -0.5 | -7% | -1
CCOC(=O)C1(CCCc2ccccc2)CCN(Cc2cn(CC)nc2C)CC1 | 18% | 2 | 0.0 | -5 | 4% | -6% | 0.6 | -9% | 6
O=C(Oc1ccc(N(Cc2cccs2)C2=NS(=O)(=O)c3ccccc32)cc1)c1ccco1 | 10%[57.1 µM] | -7 | 0.5 | -6 | 8%[57.1 µM] | 3% | 0.6 | -17% | 0
O=C(NC(=S)NCCC1=CCCCC1)c1ccc(Br)o1 | -29% | -15 | -0.1 | -8 | -6% | 0% | -0.1 | -15% | -4
CCCCOc1ccccc1NC(=O)Cn1c(-c2cncs2)nc2ccccc21 | 37%[11.4 µM] | nt | nt | -11 | -4% | 9% | -1.1 | ? | -16
COc1ccc(-c2noc(CN(C(C)C)S(=O)(=O)c3ccc(Br)cc3)n2)cc1 | 24% | nt | nt | -6 | 5% | nt | 6.2 | -15% | 3
O=C(NCc1ccccn1)c1ccc(CS(=O)(=O)Cc2ccc(Cl)cc2)o1 | ? | 1 | 1.7 | 3 | 2% | 1% | 0.0 | -5% | -10
c1nc(SSc2ncnc3nc[nH]c23)c2[nH]cnc2n1 | -63%[57.1 µM] | nt | nt | nt | -5%[57.1 µM] | 2% | nt | -18% | 4
CCCN(CCC)C(=O)Cn1c(=O)c2sccc2n2c(=S)sc(-c3ccccc3)c12 | 20% | 9 | -0.1 | -1 | -1% | -8% | 1.2 | -21% | -5
Cc1ccccc1CN1C(=O)c2ccccc2Sc2ccc(C(=O)NCCN3CCOCC3)cc21 | 6% | -6 | -0.3 | 5 | -4% | 5% | 2.0 | ? | 0
COc1ccc(-c2cc3ccccc3[nH]2)cc1 | 11% | 8 | 0.4 | -3 | 12% | ? | 0.1 | -10% | -13
CCNC(=O)COc1ccc(CC)cc1 | -9% | -2 | 0.0 | -1 | -9% | -1% | 0.6 | 2% | 4
Cc1ccc(C(=O)Nc2ccccc2C(=O)N2CCCCCC2)cc1 | 13% | -2 | 0.4 | -6 | 3% | 7% | 0.0 | -22% | 6
Cc1ccc(NC(=S)N(CCCN(C)C)Cc2cc3cc4c(cc3[nH]c2=O)OCO4)c(C)c1 | 8%[57.1 µM] | -9 | 0.1 | 2 | 17%[57.1 µM] | 0% | -0.4 | -14% | 0
COC(=O)c1cc2oc3ccccc3c2n1Cc1nc(-c2cccc(C)c2)oc1C | 11% | nt | 0.1 | -3 | 3% | 0% | -0.1 | -11% | 5
CC(C)C[C@H](NC(=O)c1nc[nH]c1C(=O)N[C@@H](CC(C)C)C(=O)OCc1ccccc1)C(=O)OCc1ccccc1 | 11% | 9 | 1.1 | -2 | -15% | 5% | 4.9 | -6% | -3
O=C(CNC(=O)c1ccccc1F)OC(C(=O)Nc1cc(C(F)(F)F)ccc1Cl)c1ccccc1 (stereo unspecified) | -6% | 19 | -0.1 | -7 | -5% | 1% | 1.0 | -27% | 5
CC1CCN(C(=O)c2[nH]cnc2C(=O)NCCCCCNC(=O)OC(C)(C)C)CC1 | 14% | 3 | 0.0 | 0 | -1% | -7% | -0.1 | -11% | 1
CC1(C)CC(=O)C=C(NCCN2CCN(C(=O)Nc3ccc(Cl)cc3)CC2)C1 | -11% | 5 | 0.4 | 0 | -9% | 2% | 0.2 | -7% | 1
CN(CCCC(=O)N1CCN(c2ncccn2)CC1)S(=O)(=O)c1ccc(F)cc1 | 19% | nt | nt | nt | -1% | -4% | nt | -9% | -2
O=C1OC(CC(=O)N(Cc2nnc(-c3ccc(Cl)cc3)o2)C2CC2)c2ccccc21 (stereo unspecified) | -9% | -3 | 0.1 | 0 | -4% | 11% | -0.1 | -19% | 1

Three records picked at random from the list so far, as already listed:
SMILES | rTrxR1 inhibitor | D2 antag | D2 ag | TRHR enhancer | TrxR1 substrate | mIDH1 inhibitor | TRHR ag | USP1-UAF1 inh | PI4K2A inh
CC(C)C[C@H](NC(=O)c1nc[nH]c1C(=O)N[C@@H](CC(C)C)C(=O)OCc1ccccc1)C(=O)OCc1ccccc1 | 11% | 9 | 1.1 | -2 | -15% | 5% | 4.9 | -6% | -3
O=C1OC(CC(=O)N(Cc2nnc(-c3ccc(Cl)cc3)o2)C2CC2)c2ccccc21 (stereo unspecified) | -9% | -3 | 0.1 | 0 | -4% | 11% | -0.1 | -19% | 1
CC1(C)CC(=O)C=C(NCCN2CCN(C(=O)Nc3ccc(Cl)cc3)CC2)C1 | -11% | 5 | 0.4 | 0 | -9% | 2% | 0.2 | -7% | 1

Single records (already shown). Order of screens: rTrxR1 inhibitor	D2 antag	D2 ag	TRHR enhancer	TrxR1 substrate	mIDH1 inhibitor	TRHR ag	USP1-UAF1 inh	PI4K2A inh
COC(=O)c1ccc(S(=O)(=O)N2CCOCC2)o1 in the list: -15%	-9	0.3	16	-9%	-8%	0.5	-14%	-1
Cc1c(C(N)=O)sc2nc(-c3ccccc3)cn12 in the list: -14%	-7	-0.8	0	-9%	-1%	-0.7	-14%	-1

Next section.
SMILES | rTrxR1 inhibitor | D2 antag | D2 ag | TRHR enhancer | TrxR1 substrate | mIDH1 inhibitor | TRHR ag | USP1-UAF1 inh | PI4K2A inh
COc1cccc(NC(=O)c2cc3c(=O)n(Cc4cccnc4)ccc3nc2C)c1 | 11%[57.1 µM] | nt | 1.2 | 1 | 3%[57.1 µM] | -11% | 0.2 | ? | -3
COc1cc(NC(=O)CSCC(=O)N(C)C2CCCCC2)cc(OC)c1 | ? | 0 | 0.2 | -1 | 6% | 0% | -0.3 | -16% | -10
CC(C)C(=O)Nc1ccc(C(=O)N2CCN(C(=O)c3ccco3)CC2)cc1 | nt | 28 | -0.5 | -1 | nt | nt | 0.4 | nt | nt
O=C(OCC1CC(c2ccccn2)=NO1)c1ccc(Br)cc1 (stereo unspecified) | -12% | -7 | 0.1 | -3 | -6% | 7% | -0.7 | 0% | 3
CC(C)[C@H](NC(=O)N1c2ccccc2NC(=O)[C@@H]1C(C)C)C(=O)N[C@H](Cc1ccccc1)C(=O)O | 11% | 7 | 0.2 | -1 | 3% | -1% | -0.7 | -9% | 7
NC(=O)c1ccccc1NC(=O)CSC1=NCCS1 | 54%[activator] | -3 | -0.4 | -1 | 0% | 1% | -0.2 | -19% | 1
NC(=O)C1=C[C@@H](C2CCCCC2)C[C@@H](OCCCCO)O1 | 15% | -5 | -0.2 | 15 | -1% | 7% | 0.5 | -26% | 2
CCOc1ccc2nc(NC(NC(C)=O)(C(=O)OC)C(F)(F)F)sc2c1 (stereo unspecified) | 1%[11.4 µM] | 1 | 0.3 | -4 | 4%[11.4 µM] | -1% | -0.8 | -6% | 1
CCOc1cc(/C=C(\C#N)C(=O)Nc2ccccc2C(=O)O)ccc1OC(=O)c1ccc(C)cc1 | -5% | -7 | 1.7 | 4 | -5% | 4% | -1.8 | -23% | 0
COc1cccc(CNC(=O)CCC(=O)N2CCOCC2)c1 | 18% | -32 | -0.9 | -2 | 4% | 3% | -0.1 | -6% | 3
CCCn1c(COc2ccc(C(=O)O)cc2)nc2ccccc21 | 27% | -8 | 0.9 | 4 | 4% | 2% | 0.9 | -16% | -6
CC(=O)N1CCN(C(=O)COC(=O)COc2ccc(C#N)cc2)CC1 | 12%[57.1 µM] | 5 | 0.0 | 3 | 6%[57.1 µM] | -12% | 0.2 | -17% | 0
CC(=O)c1c(C)[nH]c(C(=O)Nc2cc(C)ccc2C)c1C | 12%[57.1 µM] | 7 | 0.8 | -1 | 10%[57.1 µM] | 1% | 0.2 | 0% | 5
CCOc1ccccc1NC(=O)CN(C)S(=O)(=O)c1cccc2nsnc12 | 22% | 25 | 0.6 | -8 | 6% | 10% | -1.2 | -16% | -2
CC1CCCN(CC(=O)Nc2ccc(S(=O)(=O)N3CCCCC3)cc2)C1 (stereo unspecified) | 15% | nt | nt | -7 | -7% | 3% | 0.6 | -25% | 0
